SRC1 inh: human NCOA1 inhibition; Q15788; HEK293 GAL4-SRC1 luciferase reporter, luminescence; inhibition, % at 3.6 µM; hit rate 0.12% among 360,000; AID 588354;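 active means inhibition above the campaign mean plus 3 SD, with each screening campaign given its own cutoff, cut at about 60% in these data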;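 further: 0% = DMSO treated cells and 100% = gossypol at 36 µM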
NR2F2 inh: inhibitors of human COUP-TFII (NR2F2). P24468. HEK293T NGFI-A luciferase reporter, luminescence. inhibition, % at 8.6 µM. hit rate 0.7% among 370,000. AID 686940;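 active means inhibition above a per-plate cutoff, mean inhibition of test wells between control levels plus 3 SD, cut at about 38% in these data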;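 further: cells cotransfected with COUP-TFII expression vector driving the NGFI-A reporter; 0% = median of COUP-TF2 test wells and 100% = reporter-only cells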
NCOA2 inhibitor: inhibits human steroid receptor coactivator 2; inhibition, % at 9 µM; Q15596; hit rate 0.17% among 370,000; HEK293 GAL4-SRC2 luciferase reporter, luminescence;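 active means inhibition above the mean inhibition of all tested compounds plus 3 SD, set per campaign, cut at about 52% in these data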;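 further: 0% = DMSO treated cells and 100% = cells given Gossypol at 36 µM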
SRC3 inh: human NCOA3 inhibition. Q9Y6Q9. HEK293 GAL4-SRC3 luciferase reporter, luminescence. inhibition, % at 3.6 µM. hit rate 0.17% among 360,000. AID 588352;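 active means inhibition above a per-campaign cutoff, the mean of all compounds plus 3 SD, cut at about 60% in these data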;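 further: 0% = DMSO-treated cells and 100% = gossypol-treated cells at 36 µM; higher means less SRC3-driven luciferase light from the GAL4 reporter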
Target sequence (Q9Y6Q9 whole entry, looked up, the tested form may be a part): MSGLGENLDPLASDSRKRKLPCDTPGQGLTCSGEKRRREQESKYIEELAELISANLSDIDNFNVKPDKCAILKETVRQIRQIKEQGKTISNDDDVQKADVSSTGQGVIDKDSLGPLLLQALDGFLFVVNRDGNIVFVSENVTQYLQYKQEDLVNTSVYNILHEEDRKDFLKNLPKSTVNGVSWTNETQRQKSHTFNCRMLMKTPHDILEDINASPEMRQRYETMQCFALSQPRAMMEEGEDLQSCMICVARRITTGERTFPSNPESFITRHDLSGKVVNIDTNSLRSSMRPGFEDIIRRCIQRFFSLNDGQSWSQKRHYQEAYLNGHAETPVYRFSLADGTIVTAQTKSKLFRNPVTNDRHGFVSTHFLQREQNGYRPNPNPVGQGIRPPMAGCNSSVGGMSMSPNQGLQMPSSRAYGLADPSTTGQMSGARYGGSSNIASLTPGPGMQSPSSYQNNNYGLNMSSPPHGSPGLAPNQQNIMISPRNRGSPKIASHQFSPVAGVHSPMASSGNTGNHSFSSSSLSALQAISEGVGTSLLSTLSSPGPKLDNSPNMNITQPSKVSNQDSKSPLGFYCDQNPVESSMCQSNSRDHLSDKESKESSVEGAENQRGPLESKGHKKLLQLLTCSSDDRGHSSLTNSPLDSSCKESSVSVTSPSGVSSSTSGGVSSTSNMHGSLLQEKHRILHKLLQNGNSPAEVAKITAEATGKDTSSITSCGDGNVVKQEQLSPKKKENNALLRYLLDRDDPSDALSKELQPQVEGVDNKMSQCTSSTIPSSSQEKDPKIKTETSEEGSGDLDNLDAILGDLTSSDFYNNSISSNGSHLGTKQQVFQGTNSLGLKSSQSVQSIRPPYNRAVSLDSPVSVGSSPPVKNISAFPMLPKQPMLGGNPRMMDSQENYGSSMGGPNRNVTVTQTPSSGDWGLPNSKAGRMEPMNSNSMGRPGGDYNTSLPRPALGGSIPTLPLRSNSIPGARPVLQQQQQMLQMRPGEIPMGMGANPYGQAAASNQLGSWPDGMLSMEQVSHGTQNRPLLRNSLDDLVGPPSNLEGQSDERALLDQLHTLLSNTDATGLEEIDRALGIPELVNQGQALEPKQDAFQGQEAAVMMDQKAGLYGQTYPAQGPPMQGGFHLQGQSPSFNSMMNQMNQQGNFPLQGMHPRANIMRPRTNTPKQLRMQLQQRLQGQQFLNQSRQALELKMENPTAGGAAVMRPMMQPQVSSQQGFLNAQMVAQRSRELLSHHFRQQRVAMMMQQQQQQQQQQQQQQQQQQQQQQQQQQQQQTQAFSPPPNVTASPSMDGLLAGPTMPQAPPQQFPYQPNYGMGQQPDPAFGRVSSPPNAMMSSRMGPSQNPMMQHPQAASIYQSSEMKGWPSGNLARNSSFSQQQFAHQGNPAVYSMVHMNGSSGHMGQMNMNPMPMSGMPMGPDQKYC
TWEAK Fn14 block: inhibitors of TWEAK-Fn14 interaction signaling | inhibition, % at 10 µM | TWEAK-stimulated Fn14 reporter cells, luciferase luminescence, 8 h | hit rate 2% among 360,000 | AID 1159606; in the data active means inhibition above about 50%
LMP1 NFkB inh: reduces LMP1-driven NF-kappaB luciferase signal; LMP1-induced NF-kappaB luciferase reporter cells, luminescence; inhibition, % at 12.5 µM; hit rate 0.69% among 350,000; in the data active means inhibition above about 41%;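 further: 0% = neutral control wells and 100% = reference inhibitor control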
NR5A2 inv ag: NR5A2 inverse agonism in reporter assay; O00482; HEK293T StAR-luciferase reporter, LRH-1 transfected, 24 h; inhibition, % at 3.6 µM; hit rate 0.13% among 360,000;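 active means inhibition above the mean inhibition of all tested compounds plus 3 SD, cut at about 73% in these data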;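 further: 0% = DMSO wells and 100% = reporter-only cells lacking LRH-1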
CF NFkB inh: inhibitors of cystic fibrosis induced NF-kB | KKLEB NF-kB-GFP reporter, PAF-induced, GFP fluorescence overnight | inhibition, % at 5 µM | hit rate 0.86% among 360,000 | AID 588850;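 active means at least 50% inhibition at 5 µM, scaled per plate between neutral and stimulator controls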;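 further: PAF is a Pseudomonas aeruginosa culture filtrate used as stimulus; plate controls were PAF-stimulated DMSO wells for no effect and unstimulated DMSO wells for full effect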
TROY NFkB inh: blocks TROY-dependent signaling in reporter cells; inhibition, % at 10 µM; hit rate 0.98% among 360,000; Q293 LMP1-TROYcd NF-kB luciferase reporter, 4 h; AID 1347056;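 active means compounds whose plate-normalised and pattern-corrected inhibition of the luciferase reporter signal at the single screening dose is 50% or more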
KKLEB cytotox: reduces viability of KKLEB cystic fibrosis airway cells; KKLEB CF airway cells viability, ATPlite luminescence, overnight; stronger effect = lower value; cells stimulated with P. aeruginosa culture filtrate; activity change (cytotoxicity), % at 5 µM; hit rate 0.36% among 360,000; AID 602141;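 active means corrected activity change at or below -50% at 5 µM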
TRAIL sens C8: sensitizes caspase-8 expressing cells to TRAIL; inhibition (viability loss, TRAIL sensitization), % at 10 µM; NB7+C8 cells + TRAIL, ATPlite viability luminescence; hit rate 1% among 360,000;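 active means compounds causing at least 50% loss of cell viability in the single-dose screen, relative to plate controls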
* hit, by the source's call; / = no result given.

(1) CCOC(=O)N1CCN(S(=O)(=O)c2ccc(C(=O)N(CCCN(C)C)c3nc4c(C)c(C)ccc4s3)cc2)CC1
(2) CC1(c2nnnn2-c2ccc3c(c2)OCCO3)CCC(=O)N1Cc1cccc(C(F)(F)F)c1 (configuration not stated)
(3) Cc1ccccc1NC(=O)C1CCCN(S(=O)(=O)c2c(C)noc2C)C1 (configuration not stated)
(4) CCCC(=O)NNc1c2ccccc2nc2ccccc12
(5) N#Cc1c(NC(=O)CSc2ccccn2)oc(-c2ccccc2)c1-c1ccccc1
(6) Cc1ccc(Nc2c([N+](=O)[O-])ccc3nonc23)c(C)c1
(7) O=C(Cn1c2[n+](c3ccc(C(F)(F)F)cc31)CCCCC2)c1cccc([N+](=O)[O-])c1
(8) N#Cc1nc(-c2cccs2)oc1NCc1ccco1

screen / no. | 1 | 2 | 3 | 4 | 5 | 6 | 7 | 8
SRC1 inh | -7 | / | -1 | -3 | 13 | -2 | -21 | -3
NR2F2 inh | 11 | 7 | 9 | -6 | 4 | 8 | 5 | 7
NCOA2 inhibitor | 11 | -13 | 0 | -15 | 0 | 13 | 10 | 6
SRC3 inh | 12 | / | 12 | 0 | 6 | -10 | -6 | 8
TWEAK Fn14 block | 2 | 16 | 3 | -35 | -3 | -1 | 1 | 8
LMP1 NFkB inh | -13 | / | -4 | -2 | 2 | -3 | 3 | 5
NR5A2 inv ag | -4 | -7 | 0 | 6 | 15 | 5 | -3 | -48
CF NFkB inh | 17 | / | 15 | -9 | -6 | 14 | 13 | 3
TROY NFkB inh | -4 | -4 | 6 | -13 | -21 | -6 | 2 | -19
KKLEB cytotox | -12 | / | -5 | 3 | 8 | -4 | -8 | 1
TRAIL sens C8 | 12 | -10 | 2 | 3 | -5 | -4 | 0 | -1

(9) O=C(Nc1nc2ccccc2[nH]1)c1cccc([N+](=O)[O-])c1
(10) C/C(CC(=O)Nc1cccc(C(F)(F)F)c1)=N\NC(=O)C1CCCCC1
(11) CC1Cc2cc(/C(O)=C3/C(=O)C(=O)N(Cc4ccncc4)C3c3ccc(N(C)C)cc3)ccc2O1 (configuration not stated)
(12) CCN(CC)c1ccc(C(=O)NNC(=O)c2ccc3c(=O)n4c(nc3c2)CCC4)cc1
(13) CCCOc1ccc2cc(-c3ccccn3)c(=O)oc2c1
(14) CC(C)Cc1c2c([nH]c(=S)c1C#N)CCCC2
(15) COc1ccc(N2CCN(C(=O)CCS(=O)(=O)c3ccc4c(c3)NC(=O)CO4)CC2)cc1
(16) N#C/C(=C\c1cc(Cl)ccc1O)C(=O)NC1CCCCC1

screen / no. | 9 | 10 | 11 | 12 | 13 | 14 | 15 | 16
SRC1 inh | -71 | -1 | -4 | -10 | -45 | 3 | -1 | 4
NR2F2 inh | -15 | -3 | 10 | -35 | -6 | -8 | -10 | /
NCOA2 inhibitor | -68 | -12 | -9 | 10 | 32 | 9 | -17 | /
SRC3 inh | -71 | 1 | 6 | -5 | -12 | 13 | 5 | -12
TWEAK Fn14 block | 2 | -3 | -21 | 3 | 93* | 6 | -3 | -5
LMP1 NFkB inh | -35 | -12 | 4 | -1 | 61* | 9 | -4 | -14
NR5A2 inv ag | -85 | -5 | 12 | -8 | -43 | 2 | -2 | -14
CF NFkB inh | -9 | 6 | -24 | -11 | -14 | 9 | -16 | -4
TROY NFkB inh | -58 | -9 | -5 | 10 | 64* | -3 | 6 | 15
KKLEB cytotox | 11 | 6 | 6 | 14 | -46 | -3 | 12 | 1
TRAIL sens C8 | 16 | -5 | 9 | -1 | 89* | 5 | -15 | -10

(17) O=C(NNC(=O)c1cc(Cl)ccc1[N+](=O)[O-])c1csc(N2CCOCC2)n1
(18) Cc1ccc(N2CC(C(=O)Nc3nnc(SCCC4OCCO4)s3)CC2=O)cc1C (configuration not stated)
(19) O=C(NCCN1CCOCC1)c1ccc2c(c1)N(Cc1ccc(F)cc1)C(=O)CS2
(20) O=C(NCc1ccccc1)C(C(=O)c1ccc(F)cc1)n1ccccc1=O (configuration not stated)
(21) Cc1c(Cl)c([N+](=O)[O-])nn1CCCC(=O)NCCc1ccccc1
(22) Cc1ccn(CCNC(=O)C2CCC(=O)N(Cc3ccc(Cl)cc3)C2)n1 (configuration not stated)
(23) CC(C)(C)OC(=O)N1CCC(NC(=O)c2nc[nH]c2C(=O)N2CCN(C(=O)OC(C)(C)C)CC2)CC1
(24) CCOC(=O)C(Cc1c[nH]c2ccccc12)NC(=O)c1ccccc1Br (configuration not stated)

screen / no. | 17 | 18 | 19 | 20 | 21 | 22 | 23 | 24
SRC1 inh | -36 | -13 | -17 | -1 | -38 | -6 | 7 | -17
NR2F2 inh | 4 | -19 | 6 | -5 | -15 | -4 | -6 | -32
NCOA2 inhibitor | -20 | -7 | 25 | -18 | -32 | -11 | 5 | -9
SRC3 inh | 8 | -12 | 1 | 3 | -36 | 1 | 11 | -42
TWEAK Fn14 block | 1 | -12 | -19 | 9 | -12 | 6 | 12 | 1
LMP1 NFkB inh | 5 | 8 | -2 | -3 | -18 | -5 | -5 | -24
NR5A2 inv ag | 14 | -33 | -7 | -22 | -55 | 9 | 12 | -31
CF NFkB inh | 8 | -12 | -35 | -23 | 14 | -2 | -19 | 5
TROY NFkB inh | -26 | -17 | -2 | -2 | -34 | 5 | -8 | 43
KKLEB cytotox | 18 | 4 | 0 | 6 | 8 | 7 | 9 | -4
TRAIL sens C8 | -4 | -3 | 2 | 4 | -4 | -11 | -5 | -5

(25) COc1cc(/C=C(\C#N)C(=O)N2CCOCC2)ccc1OCc1ccccc1
(26) COc1cc(NC(=O)c2ccc([N+](=O)[O-])o2)ccc1NC(=O)c1cccs1
(27) OCc1cccc[n+]1CCc1ccccc1
(28) COc1ccc(-c2nc3ccccc3o2)cc1NC(=O)CSc1ccc(Cl)cc1
(29) COc1cccc(N(CC(=O)NC2CCCC2)C(=O)CCC(=O)Nc2nccs2)c1
(30) CCOC(=O)c1ccccc1NCN1C(=O)CSC1=O
(31) Cc1occc1C(=O)Nc1sc2c(c1C(N)=O)CCCCC2
(32) CCCCn1c(SCC(=O)NCC2CCCO2)nc2ccc(N3CCOCC3)cc2c1=O (configuration not stated)

screen / no. | 25 | 26 | 27 | 28 | 29 | 30 | 31 | 32
SRC1 inh | -28 | -35 | -15 | 9 | -8 | 7 | -59 | -25
NR2F2 inh | -20 | -17 | 2 | 0 | 4 | -14 | -25 | 7
NCOA2 inhibitor | 11 | -26 | 14 | -21 | -43 | 8 | -18 | 4
SRC3 inh | -19 | 6 | 23 | 1 | -1 | 0 | -59 | -4
TWEAK Fn14 block | -19 | 2 | -16 | -34 | -22 | 22 | 9 | -1
LMP1 NFkB inh | -7 | -73 | / | -2 | 6 | -9 | -14 | 7
NR5A2 inv ag | -4 | 55 | -14 | -7 | -1 | 3 | -49 | -2
CF NFkB inh | -25 | -29 | 4 | 33 | -10 | -5 | 8 | 8
TROY NFkB inh | -27 | -8 | 4 | -32 | -3 | 3 | 2 | -18
KKLEB cytotox | -1 | -3 | -4 | -39 | 0 | 5 | 1 | -6
TRAIL sens C8 | -13 | 44 | 0 | 0 | -4 | 1 | 12 | -6

(33) C=CCNC(=O)N1CCCC(N2CCN(c3ccccc3OC)CC2)C1 (configuration not stated)
(34) COc1cccc(NC(=O)c2ccccc2NC(=O)c2ccncc2)c1
(35) COc1ccc(C2CCCN2C(=O)Nc2ccc(C)c(C)c2)cc1OC (configuration not stated)
(36) Cc1ccc(-c2nnc(SCC(=O)CC(=O)Nc3ccccc3)n2C)cc1
(37) COc1cc(OC)c(-c2nc3c[n+](CC(=O)c4ccccc4)ccc3n2C)cc1OC
(38) Cn1c(=O)c2cc(NC(=O)NCCc3cccs3)ccc2n1Cc1ccccc1
(39) Cc1ccccc1/C=C/c1cc[n+](C)cc1
(40) Cc1ccc(C)c(N(C(=O)Cn2nnc(-c3cccs3)n2)C(C(=O)NC2CC2)c2ccc(C)o2)c1 (configuration not stated)

screen / no. | 33 | 34 | 35 | 36 | 37 | 38 | 39 | 40
SRC1 inh | 12 | -13 | -11 | -5 | -32 | 0 | -6 | -12
NR2F2 inh | 23 | -20 | 7 | 4 | -4 | -1 | -21 | 13
NCOA2 inhibitor | 18 | -17 | -10 | 11 | -5 | -17 | 0 | -27
SRC3 inh | 7 | -25 | -6 | 7 | 10 | 4 | 4 | 8
TWEAK Fn14 block | 13 | 6 | -32 | 10 | 10 | -15 | 6 | 8
LMP1 NFkB inh | -3 | -10 | 12 | 15 | 6 | / | -13 | -5
NR5A2 inv ag | 4 | 26 | 8 | -19 | 11 | 5 | -14 | -40
CF NFkB inh | -7 | 7 | 16 | 0 | 0 | -17 | 0 | -6
TROY NFkB inh | 11 | -29 | -11 | -27 | 1 | -20 | 2 | -39
KKLEB cytotox | 4 | -9 | 3 | 4 | -4 | -4 | 0 | 7
TRAIL sens C8 | 5 | -2 | 0 | 0 | -1 | -10 | -1 | 0

(41) CS(=O)(=O)c1nc(S(=O)(=O)c2ccc(Cl)cc2)c(N2CCC3(CC2)OCCO3)s1
(42) Cc1cc(C)n(CC2CC(=O)N(c3ccc(Cl)cc3)C2=O)n1 (configuration not stated)
(43) CNc1cccnc1C=NNC(N)=S
(44) CCCn1c(=O)c(C(=O)Nc2cccc(C)c2)c(O)c2ccccc21
(45) O=C(c1ccc(CSCc2ccccc2F)o1)N1CCN(c2ccc(N3CCOCC3)nn2)CC1
(46) COc1ccc(C(=O)NCCCNC(=O)c2cnccn2)cc1
(47) O=C1NC(=O)C2C3OC(C(Br)C3Br)C12 (configuration not stated)
(48) CCN(c1ccccc1)S(=O)(=O)c1cccc(C(=O)NCC2(N(C)C)CCCCC2)c1
(49) O=C(CCCN1C(=O)C2CC=CCC2C1=O)Nc1ccccc1F (configuration not stated)

screen / no. | 41 | 42 | 43 | 44 | 45 | 46 | 47 | 48 | 49
SRC1 inh | -12 | 12 | 80* | -10 | -13 | 7 | -2 | 5 | -31
NR2F2 inh | -5 | 3 | -11 | -19 | 1 | 10 | -10 | 10 | -3
NCOA2 inhibitor | 13 | 29 | 34 | -21 | 16 | -24 | -71 | -18 | -29
SRC3 inh | -30 | 20 | 80* | -16 | -21 | -12 | -14 | 11 | 4
TWEAK Fn14 block | 27 | -18 | -8 | -6 | -33 | -3 | 7 | -8 | -1
LMP1 NFkB inh | 0 | -3 | 67* | 2 | 8 | -3 | -11 | -2 | 3
NR5A2 inv ag | 2 | -2 | 49 | 11 | 7 | 15 | -14 | -18 | 3
CF NFkB inh | 20 | 18 | -17 | -6 | -8 | 11 | -8 | -25 | 7
TROY NFkB inh | 9 | -27 | 2 | -4 | 3 | -3 | 19 | -25 | -21
KKLEB cytotox | 4 | -5 | -4 | 12 | -12 | -23 | 4 | -3 | -11
TRAIL sens C8 | -3 | -3 | 30 | -5 | -8 | 2 | 2 | -6 | 0
